B2AR arrestin = agonists driving beta-arrestin recruitment to human beta2-adrenergic receptor. beta-arrestin recruitment to beta2AR, cell-based reporter. Potency, µM (highest dose often 46.1 µM), for inactives: at the top dose activation, most hits filed as activators. 0.02% of 330,000 active. AID 492947;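 also: potency is read from the fitted curve at half-maximal effect; 0% = DMSO controls and full agonism = EC100 isoproterenol or metaproterenol; nearly all actives have a fitted effect of over 65% in size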
Coupling enz = counter-screen for Giardia aldolase inhibitors: coupling enzyme system | coupling enzyme system counterscreen, AmpLite Red fluorescence | activity change, negative = inhibition, % at 58.2 µM, hits read low | 0.67% of 290,000 active | AID 2472; in the data active = activity change below about -30%; also: % is scaled to controls: 0 for no effect and ±100 for the full control effect
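Activity here indicates interference with the coupling reaction, not aldolase inhibition. Compounds at 57.5 uM final met coupling enzymes for 10 min at RT; substrate and AmpLite Red detection followed, with a 525/598 nm fluorescence read after 20 min.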
MLL CXXC-DNA inh = blocks binding of human MLL CXXC domain to DNA | Q03164 | MLL-CXXC / FITC-HOXA9 DNA fluorescence polarization | Potency, µM (doses to about 115 µM), for inactives: top-dose activity change, negative = inhibition, hits mostly inhibitors | 0.037% of 290,000 active; active = well fitted inhibition curve with a large enough effect in the polarisation, with a control signal flat, not every such curve was filed as active; inconclusive = small, poorly fitted or top-dose-only effect, or effect the other way, or a change in a side signal; inactive = no such curve, though single readings can be large or run the other way; the % refers to the polarisation; also: potency is read from the fitted curve at half-maximal effect
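Purified MLL-CXXC (added from a 7 uM solution) was preincubated 5 min at ambient with pinned compounds in 50 mM Tris-HCl pH 7.5, 50 mM NaCl, 1 mM DTT, 0.05% BSA. Fluorescein-labeled HOX-A9 DNA (50 nM solution) followed, 30 min, then polarization read.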
hERG WT inh = blocks the wildtype human KCNH2 potassium channel. U2OS, BacMam KCNH2, thallium flux FluxOr; stronger effect = lower value. 0.37% of 340,000 active. activity change, % at 1.84 µM;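 active = maximum activity change below -70%; inconclusive = maximum activity change between -70% and -50%; inactive = maximum activity change above -50%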; also: % is scaled to controls: 0 for no effect and ±100 for the full control effect
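U2OS cells were transduced with wild-type KCNH2 virus (2.03 x 10^8 / mL) for 4 h at room temperature, then cultured overnight at 37 C. Thallium flux was read with FluxOr dye. Rate constants were normalized to DMSO controls.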
TRPV1 ag = activates the human vanilloid receptor TRPV1; Q8NER1; TRPV1-expressing cells, Fluo-8 calcium influx, agonist mode; activation, % at 8.33 µM; 0.19% of 320,000 active; AID 540275; in the data active = activation above about 80%; inconclusive = between about 30% and that limit; also: 0% is about no effect
Target sequence (Q8NER1 whole entry, looked up): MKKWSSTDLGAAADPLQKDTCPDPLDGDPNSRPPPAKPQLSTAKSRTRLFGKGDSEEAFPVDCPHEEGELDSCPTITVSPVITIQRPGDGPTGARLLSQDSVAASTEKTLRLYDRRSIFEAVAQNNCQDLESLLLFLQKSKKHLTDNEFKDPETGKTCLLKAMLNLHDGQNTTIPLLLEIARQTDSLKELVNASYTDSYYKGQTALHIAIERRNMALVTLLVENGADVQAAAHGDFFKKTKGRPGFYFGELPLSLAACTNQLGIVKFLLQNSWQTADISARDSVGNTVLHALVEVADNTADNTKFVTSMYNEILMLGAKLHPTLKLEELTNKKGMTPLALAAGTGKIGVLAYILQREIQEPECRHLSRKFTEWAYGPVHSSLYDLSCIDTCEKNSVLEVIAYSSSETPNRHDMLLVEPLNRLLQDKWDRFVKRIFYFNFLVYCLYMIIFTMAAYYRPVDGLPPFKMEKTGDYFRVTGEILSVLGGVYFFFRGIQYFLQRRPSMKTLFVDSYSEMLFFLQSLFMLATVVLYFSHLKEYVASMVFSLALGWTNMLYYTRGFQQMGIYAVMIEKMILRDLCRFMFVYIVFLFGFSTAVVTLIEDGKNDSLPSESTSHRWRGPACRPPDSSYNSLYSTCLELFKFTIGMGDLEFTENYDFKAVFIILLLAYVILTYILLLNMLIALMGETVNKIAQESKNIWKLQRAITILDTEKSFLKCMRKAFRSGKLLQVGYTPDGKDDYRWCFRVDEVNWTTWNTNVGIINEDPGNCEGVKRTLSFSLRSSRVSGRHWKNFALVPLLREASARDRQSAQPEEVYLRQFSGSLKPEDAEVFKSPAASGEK
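TRPV1-expressing cells were cultured overnight at 35.5C and loaded with Fluo-8 calcium dye for 40 to 90 min at room temperature. After a 10 s baseline, compound was added and calcium influx was read kinetically for 3 min (ex 480/em 520 nm).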
GALK inh = blocks human galactokinase activity | P51570 | Purified GALK, Kinase-Glo residual ATP luminescence | Potency, µM (highest dose often 57.5 µM), for inactives: at the highest dose activity change, negative = inhibition, hits mostly inhibitors | 0.007% of 270,000 active; also: potency is read from the fitted curve at half-maximal effect; % is scaled to controls: 0 for no effect and ±100 for the full control effect
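Kinase-Glo Plus luminescence measured ATP left after a 1 h room-temperature reaction. The reaction used 5 nM GALK, 100 uM galactose and 35 uM ATP at pH 8.0 (20 mM HEPES, 5 mM MgCl2, 60 mM NaCl, 1 mM DTT, 0.01% BSA).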
Giardia killer = Giardia lamblia killing. Giardia lamblia trophozoite viability. activity change, % at 7.66 µM, hits read low. 0.15% of 340,000 active. AID 540267; in the data active = activity change below about -80%; inconclusive = between about -30% and that limit;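 also: parasites exposed to compound for two days anaerobically before the ATP read; % is scaled to controls: 0 for no effect and ±100 for the full control effect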
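Killing of trophozoites was scored by loss of ATP luminescence after a 48 hrs anaerobic exposure to compounds at 37 deg C, using 100 cells per well.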
KCNH2 3.1 block = KCNH2 3.1 (human) potassium channel inhibition; U2OS KCNH2 3.1, thallium flux FluxOr; stronger effect = lower value; 0.95% of 340,000 active; activity change, % (tested at about 1.8 µM);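 active = maximum activity change below -70%; inconclusive = maximum activity change from -70% to -50%; inactive = maximum activity change above -50%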;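 also: thallium influx rate constant from kinetic fluorescence after stimulation buffer; % is scaled to controls: 0 for no effect and ±100 for the full control effect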
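FluxOr-based Tl+ influx in U2OS cells transduced with KCNH2 3.1 virus; rate constants normalized to DMSO controls.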
Menin-MLL TR inh = inhibitors of human menin-MLL interaction, mutant MLL peptide; Menin + Texas Red MLL mutant peptide, fluorescence polarization; Potency, µM (doses to about 61.6 µM), without a hit: at the highest dose FP activity change, negative = inhibition, hits mostly inhibitors; 0.23% of 270,000 active; active = well fitted inhibition curve with a large enough effect in the polarisation, with a control signal flat, not every such curve was filed as active; inconclusive = small, poorly fitted or top-dose-only effect, or effect the other way, or a change in a side signal; inactive = no such curve, though single readings can be large or run the other way; the % refers to the polarisation; also: potency is read from the fitted curve at half-maximal effect; % of control where 0% means no effect; many of its hits are not listed in these tables
PKM2 act = PKM2 (human) enzyme activation; P14618; purified PKM2, Kinase-Glo ATP luminescence, activation; response scale: 0% is enzyme alone, no compound; Potency, µM (highest dose often 57.5 µM), for inactives: top-dose activation, actives largely listed as activators; 0.34% of 260,000 active; also: potency is read from the fitted curve at half-maximal effect; % is scaled to controls: 0 for no effect and ±100 for the full control effect; nearly all actives have a fitted effect of over 55% in size
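hPK-M2, >95% pure; 0.1 mM ADP / 0.5 mM PEP final; imidazole pH7.2 buffer w/ 7 mM MgCl2, 50 mM KCl; 1 h RT; Kinase-Glo lum. Intermediate enzyme activity for dual inhibitor/activator qHTS.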
USP2a block = blocks human ubiquitin-specific protease USP2a. O75604. USP2 core, Ub-CHOP2 coupled fluorogenic reporter, 485/531. Potency, µM (doses to about 38.3 µM), for inactives: at the highest dose activity change, negative = inhibition, usual class: inhibitors. AID 463254. 0.01% of 330,000 active;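 also: potency is read from the fitted curve at half-maximal effect; plate controls were DMSO wells for no effect and full inhibition by NEM control for full effect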
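Deubiquitinase activity read as fluorescence (485/531 nm) after Ub-CHOP2 cleavage activates the enterokinase reporter on its substrate; USP2 core 10nM, Ub-CHOP2 and substrate 25nM each, 30min compound preincubation then 60min RT; data normalized to NEM, curves fitted.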
Starred values were filed as active, the others as inactive; ? = inconclusive; . = no result given; [ ] = remark or other dose. Unless noted, calls follow the shape of the dose curve; as a rule, active = well fitted curve in the direction sought with a large enough effect; inconclusive = small, poorly fitted or top-dose-only effect, or another doubt; inactive = no such curve, though single readings can be large; an effect the other way counts as inactive or inconclusive.

SMILES | B2AR arrestin | Coupling enz | MLL CXXC-DNA inh | hERG WT inh | TRPV1 ag | GALK inh | Giardia killer | KCNH2 3.1 block | Menin-MLL TR inh | PKM2 act | USP2a block
COc1ccccc1C1C2C(=O)N(c3ccccc3)C(=O)C2ON1c1ccccc1 (stereo not given) | -0.2% | 0 | 7% | -8 | 10 | -1% | -5 | 4 | -24% | 2% | -1%
COc1ccc(NC(=O)C2CCN(S(=O)(=O)c3ccc(N4CCCC4=O)cc3)CC2)cc1OC | -0.4% | . | 35%[activator] | -23 | -7 | -7% | -15 | 11 | . | . | 0%
O=C(Nc1ccnc(-c2cccnc2)n1)c1ccc(Cl)cc1 | 0.0% | -1 | 41%[activator] | 4 | 6 | 1% | 0 | -6 | 11% | -1% | 2%
N#Cc1c(Cl)cccc1N1CCCC1 | 0.1% | -1 | -15% | -6 | 5 | 0% | 10 | 6 | . | -2% | 1%
CSc1ccc(CN(C)C(=O)C(Cc2ccccc2)NC(=O)c2ccccc2)cc1 (stereo not given) | 4.6% | . | -9% | -14 | ? | -1% | 21 | -15 | . | 7% | 1%
COc1ccc(-c2noc(CCC(=O)NC3CCN(Cc4ccccc4)CC3)n2)cc1 | 0.1% | 4 | -3% | 21 | 4 | 0% | 22 | 10 | 3% | 1% | 5%
O=C(CC1(O)C(=O)Nc2ccccc21)c1ccccc1 (stereo not given) | -0.1% | -1 | 9% | -4 | -2 | -4% | 7 | 9 | 18% | -6% | 0%
O=C(O)CSc1nnc(-c2ccccc2O)n1Cc1ccccc1 | -0.2% | 12 | -6% | -3 | -1 | 1% | 1 | -2 | 1% | -3% | 0%
O=C(c1cccs1)N1CCN(Cc2ccccn2)CC1 | 0.1% | 7 | 8% | 8 | -3 | 1% | 3 | 10 | 12% | 15% | -1%
Cc1ccc(S(=O)(=O)NC(C(=O)N2CCN(S(=O)(=O)c3cccc(F)c3)CC2)C(C)C)cc1 (stereo not given) | -1.0% | . | . | -2 | -1 | . | -1 | -17 | . | . | 1%
CCn1c(=S)[nH]c2cc(Cl)ccc21 | 5.0% | -4 | -7% | 13 | -6 | . | -10 | -13 | . | 3% | 1%
C/C(=N\NC(=O)Cn1nc(C)c(Br)c1C)c1cccs1 | 2.5% | -1 | -4% | 2 | -2 | 0% | -13 | -5 | 2% | 0% | 6%
CC1CCCCC12NC(=O)N(CC(=O)OCC(=O)NCc1ccc(F)cc1)C2=O (stereo not given) | 0.1% | . | . | 7 | 3 | . | -10 | 5 | . | . | 1%
O=C(Nc1cccc2ccccc12)C1CCN(C(=O)NCc2ccccc2)CC1 | 5.4% | . | 8% | 3 | 26 | 0% | -10 | 0 | -9% | -8% | 0%
Cc1cccc(-n2ccnc2SCC(=O)Nc2nccs2)c1 | 0.6% | 2 | -14% | 2 | 7 | 3% | -6 | -6 | -11% | -2% | 3%
CCOC(=O)C1=C(O)/C(=C/c2ccc(OCC(=O)O)c(OCC)c2)SC1=Nc1ccc(C)cc1 | 0.2% | -2 | -22% | 3 | 2 | -6% | -24 | -9 | -1% | 1% | 1%
C/C(=N\NC(=O)c1ccn[nH]1)c1cn(C)nc1C | -0.8% | 2 | 5% | 0 | 2 | 6% | -11 | . | 5% | -10% | -1%
CSc1nc2ccc(NS(=O)(=O)c3cccc(Cl)c3Cl)cc2s1 | 1.9% | -3 | 3% | 13 | 19 | 0% | 18 | -3 | ? | 24% | -2%
C/C(=N\N1CCN(Cc2ccccc2)CC1)c1ccco1 | 0.4% | -1 | 11% | 3 | 2 | -2% | 2 | -11 | -6% | -2% | 4%
Cc1ccc(C(=O)Nc2ccc(S(=O)(=O)N3CCCC3)cc2)o1 | -0.5% | . | 40%[activator] | -5 | ? | -5% | -1 | -11 | . | 1% | -1%
CCc1nnc(NC(=O)CCC(=O)NCc2ccc(OC)cc2)s1 | -0.6% | -6 | 2% | -6 | . | -3% | 4 | 4 | . | 0% | 2%
O=C(c1ccco1)N1CCN=C1SCc1ccccc1F | 0.0% | 0 | 3% | 2 | -1 | 1% | -4 | -1 | ? | 9% | -2%
CN(C)C(=O)CN1CCN(c2nc3nonc3nc2N2CCCCC2)CC1 | -0.1% | 3 | -9% | 7 | 0 | -1% | 3 | 0 | -1% | 0% | 5%
CC(=O)Nc1ccc(S(=O)(=O)N2CCN(C(=O)c3ncoc3-c3cccc(F)c3)CC2)cc1 | -0.3% | 0 | 0% | -7 | 0 | 7% | 30[activator] | -8 | 13% | . | 0%
Cc1cc(/C=N\NC(=O)CC(=O)NC2CCCCC2)c(C)n1-c1ccc(Cl)c(Cl)c1 | -1.9% | 13 | -1% | 1 | . | -3% | -6 | 3 | . | 3% | 5%

(continued)
SMILES | B2AR arrestin | Coupling enz | MLL CXXC-DNA inh | hERG WT inh | TRPV1 ag | GALK inh | Giardia killer | KCNH2 3.1 block | Menin-MLL TR inh | PKM2 act | USP2a block
Cc1cccc(CNc2ccc(C(CC(N)=O)NC(=O)c3cccc(Br)c3)cc2[N+](=O)[O-])c1 (stereo not given) | -0.2% | -2 | 0% | -1 | 0 | -4% | -25 | 14 | . | -3% | 1%
Cc1oc(C(C)(C)C)cc1C(=O)NCC(=O)NCC(=O)O | -4.0% | 0 | -5% | -25 | -1 | 0% | 4 | 4 | -1% | 5% | -3%
O=C(NC1CCCC1)C(c1ccncc1)N(Cc1ccccc1F)C(=O)c1csnn1 (stereo not given) | 0.1% | 1 | -4% | -3 | 2 | -1% | 36[activator] | -2 | 17% | 8% | 1%
CC1CN(C(=O)c2cc3c(=O)n4ccccc4nc3s2)CC(C)O1 (stereo not given) | 0.0% | -4 | 7% | 6 | 2 | 0% | 20 | -11 | -16% | -6% | 1%
Cc1onc(-c2ccccc2Cl)c1C(=O)N1CCCc2ccccc21 | -1.0% | 2 | -1% | 0 | 7 | 5% | 12 | 2 | -5% | -2% | 1%
CCOC(=O)c1ccc(NC(=O)CSC2=NN3CCCC(=O)N=C3S2)cc1 | 0.1% | 0 | 4% | 1 | 0 | 14% | -7 | 6 | 0% | 2% | 3%
O=C(c1nnc(-c2ccc(Cl)cc2)o1)C1CCCC1 | -0.2% | 1 | 3% | 5 | 20 | 7% | -6 | 4 | -16% | 2% | 0%
Cc1cc(S(=O)(=O)Nc2cccnc2)c(Cl)cc1Cl | 0.1% | 3 | 16% | -6 | 0 | -1% | -18 | 7 | -5% | 5% | 1%
O=C(O)CCSc1nnc(SCC(=O)NCC(F)(F)F)s1 | 0.1% | 2 | -2% | -3 | -2 | -3% | -1 | 2 | 3% | 1% | 1%
Cn1nc(C(=O)Nc2ccc(S(=O)(=O)Nc3ncccn3)cc2)ccc1=O | -0.2% | -1 | -9% | -18 | -1 | 1% | 9 | 2 | . | 1% | -13%
Cc1ccc(C(=O)O)cc1N=Cc1cc(Br)cc(Br)c1O | -0.8% | 5 | -11% | 1 | 2 | -1% | -7 | 3 | 12% | -12% | 1%
C[C@H](NC(=O)[C@@H]1Cc2ccccc2CN1C(=O)OC(C)(C)C)C(=O)NCC1CCCO1 (stereo not given in full) | -0.1% | -2 | -3% | -5 | 0 | -1% | 12 | 2 | -3% | . | 3%
Cc1ccc(/C=N/NC(=O)c2cc3c(s2)CCCC3)o1 | 0.3% | . | . | 9 | ? | . | -11 | 8 | . | . | 0%
COc1ccc(C(CNC(=O)Nc2cccc(C)c2)N2CCN(C)CC2)cc1 (stereo not given) | 0.1% | . | 22% | 34 | 7 | 6% | -11 | 7 | . | . | 1%
COC(=O)c1ccc2nc(NC(=O)CN3C(=O)CCC3=O)sc2c1 | 0.3% | 12 | -8% | 10 | 0 | 0% | -16 | 4 | -16% | 8% | 1%
O=C(CSc1nc2ccccc2s1)NC(=O)NCc1ccco1 | -0.6% | 0 | 10% | -24 | -1 | 5% | 0 | -6 | ? | 17% | 2%
Cc1c(C(=O)CN2CCSCC2)c2ccccc2n1C | -0.1% | 3 | 23% | -3 | -2 | 1% | 1 | 3 | 0% | 3% | -1%
COc1ccc(OC)c(S(=O)(=O)N/N=C(/C)c2c[nH]c3ccccc23)c1 | ? | 1 | 2% | -10 | -3 | 5% | -12 | -8 | ? | -5% | 1%
C/C(=N/NS(=O)(=O)c1ccc(Cl)cc1)c1cccc(O)c1 | 0.1% | 1 | -14% | 1 | 27 | 1% | 26 | -1 | 10% | -1% | 0%
O=C(COC(=O)c1ccccn1)NCc1cccc(Cl)c1 | 0.1% | . | . | -7 | 0 | . | 13 | 5 | . | . | 0%

A few values from the entries so far.
Giardia killer with Cc1cccc(CNc2ccc(C(CC(N)=O)NC(=O)c3cccc(Br)c3)cc2[N+](=O)[O-])c1 (stereo not given) = -25
USP2a block with Cn1nc(C(=O)Nc2ccc(S(=O)(=O)Nc3ncccn3)cc2)ccc1=O = -13%

A portion of the library, so the mix of outcomes need not match the whole.
